# Source: PubChem (National Center for Advancing Translational Sciences (NCATS))
# AMA1 RON2 block: disrupts binding of P. falciparum AMA1 to RON2; Potency, µM (series often up to 58.2 µM), for the others: top-dose activity change, negative = inhibition, most hits filed as inhibitors; AID 720542; AlphaScreen AMA1-biotinylated RON2 peptide binding; actives 0.2% (n = 360,000);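 note: potency is the fitted concentration of half-maximal effect; 0% = vehicle wells and -100% = peptide control; nearly all actives have a fitted effect of over 45% in size; some results filed as inactive show a strong effect at the top dose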
#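 AMA1 (3D7) with his tag at 25 nM final met compounds first, then biotinylated RON2 peptide at 25 nM; detection used donor plus acceptor beads, 10 µg/mL apiece, read by AlphaScreen after 30 min at room temperature.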
# HCMV inh: human cytomegalovirus inhibition. HFF cells, HCMV-luciferase reporter, 72 h; active compounds read low. activity change, negative = inhibition, % at 57.5 µM. actives 4.5% (n = 410,000); in the data active = activity change below about -60%; inconclusive = no clear call, values can overlap the other calls; inactive = above about -39%
#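 Human foreskin fibroblasts infected with luciferase-reporter HCMV at MOI 1 PFU/cell, compounds at two doses. Luciferase measured 72 h post infection; normalized to buffer-only basal and Salinomycin (10uM) controls.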
# FBPA Giardia inh: inhibitors of Giardia lamblia fructose-1,6-bisphosphate aldolase; purified Giardia FBPA; Potency, µM (doses to about 59.6 µM), without a hit: at the top dose activity, negative = inhibition, actives largely listed as inhibitors; actives 0.71% (n = 290,000); note: potency is the fitted concentration of half-maximal effect; nearly all actives have a fitted effect of over 55% in size
# Target sequence (A8B2U2 whole entry, looked up): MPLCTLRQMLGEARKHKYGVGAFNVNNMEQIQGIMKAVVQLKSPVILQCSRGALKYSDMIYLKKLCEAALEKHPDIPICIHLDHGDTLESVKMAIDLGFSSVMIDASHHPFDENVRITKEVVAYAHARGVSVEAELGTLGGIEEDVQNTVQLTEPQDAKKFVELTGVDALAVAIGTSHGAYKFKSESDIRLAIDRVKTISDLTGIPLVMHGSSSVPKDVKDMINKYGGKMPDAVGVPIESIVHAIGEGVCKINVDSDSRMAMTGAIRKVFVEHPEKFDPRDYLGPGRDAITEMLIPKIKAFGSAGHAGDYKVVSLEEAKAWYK
#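 Giardia FBPA (40 nM reagent) was preincubated 10 min at RT with compound (up to 57.5 uM final), then substrate plus GAPDH/TPI/NAD/arsenate coupling system with diaphorase/resazurin was added; resorufin fluorescence (525/598 nm) was read after 20 min.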
# HCV inh: HCV inhibition | Huh7.5.1 HCVcc-Cre infection, luciferase reporter, 44 h | actives 3.4% (n = 340,000) | Potency, µM (doses to about 41.8 µM), for the others: at the highest dose activity change, negative = inhibition, most hits filed as inhibitors | AID 651820; note: potency is the fitted concentration of half-maximal effect
#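 Reporter virus HCVcc-Cre (~0.5 moi) infects cells exposed to compound; seeding density 1,000 cells/well with 4 h settling beforehand. Luminescence, 15 sec read, taken 44 h post-infection following a 15 min RT substrate incubation.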
# Sm TGR block: S. mansoni TGR enzyme inhibition. Q962Y6. purified TGR, DTNB reduction, TNB absorbance 405 nm. actives 3% (n = 360,000). Potency, µM (top dose mostly 114 µM), without a hit: at the highest dose activity change, negative = inhibition, actives largely listed as inhibitors; note: potency is the fitted concentration of half-maximal effect; nearly all actives have a fitted effect of over 60% in size
#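 First, TGR (20 nM dispensed) and NADPH were mixed with compound. Second, a 15 min room-temperature incubation followed. Third, further NADPH and then DTNB were added to start the reaction. Finally, TNB absorbance was monitored kinetically.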
# AmpC inh detg: inhibitors of E. coli AmpC beta-lactamase with detergent; actives 0.041% (n = 370,000); AmpC hydrolysis of nitrocefin, absorbance 480 nm, 0.01% Triton; P00811; Potency, µM (titrated, usually from 114 µM), for inactives: top-dose activity change, negative = inhibition, most hits filed as inhibitors;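 note: potency is the fitted concentration of half-maximal effect; 0% = no-compound wells and -100% = no-enzyme wells; nearly all actives have a fitted effect of over 25% in size; some results filed as inactive show a strong effect at the top dose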
# Target sequence (P00811 whole entry, looked up): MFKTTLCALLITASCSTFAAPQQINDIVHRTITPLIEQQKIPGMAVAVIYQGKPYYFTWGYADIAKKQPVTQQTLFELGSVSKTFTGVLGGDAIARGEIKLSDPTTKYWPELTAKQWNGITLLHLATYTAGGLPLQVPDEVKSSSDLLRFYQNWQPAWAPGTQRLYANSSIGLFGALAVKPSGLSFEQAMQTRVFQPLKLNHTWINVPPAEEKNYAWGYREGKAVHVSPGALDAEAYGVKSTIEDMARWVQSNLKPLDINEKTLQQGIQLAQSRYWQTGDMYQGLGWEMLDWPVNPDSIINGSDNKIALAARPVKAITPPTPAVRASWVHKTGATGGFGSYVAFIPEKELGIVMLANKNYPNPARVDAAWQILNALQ
#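 20 mM phosphate pH 7.0 + 0.01% (detergent screen) or 0.0001% Triton X-100; 5.3 nM AmpC reagent; cpd preinc 15 min RT; nitrocefin (800 uM stock) to start; A480 q20 s × 4 min; Activity was normalised to no-enzyme and no-compound control wells.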
# Numbers without * were called inactive; ? = inconclusive; . = not tested or not shown; & = joins results of further samples; [ ] = remark or other dose. Unless noted, calls come from the whole dose curve; as a rule, active = well fitted curve in the direction sought with a large enough effect; inconclusive = small, poorly fitted or top-dose-only effect, or another doubt; inactive = no such curve, though single readings can be large; an effect the other way counts as inactive or inconclusive. Unless noted, % is set by controls: 0 for no effect and ±100 for the full control effect.
# Each structure is followed by: AMA1 RON2 block, HCMV inh, FBPA Giardia inh, HCV inh, Sm TGR block, AmpC inh detg
CCOC(=O)CN(C(=O)CSc1nnc(-c2cccc(OC)c2)o1)c1ccc(F)cc1
    3%, -26, -10%, -26%, -2%, 5%
COCCCNCCOCCOc1ccc(Cl)cc1Br
    ?, -37, -24%, ?, -15%, -6%
Cc1ccccc1-c1nc(SCC(=O)NCC2CCCO2)c2c(=O)n(C)c(=O)n(C)c2n1 (stereo unspecified)
    ., -5, ., ., -20%, 0%
S=C(Nc1cccc(Cl)c1Cl)N1CCCC1
    -12%, -13, ., 7%, -9%, 6%
O=C(CSc1nnc(CNc2ccc(F)cc2)o1)N1c2ccccc2Sc2ccccc21
    -18%, -37, -5%, 10µM*, 3%, -5%
Cc1ccc(S(=O)(=O)N/N=C/c2ccc(O)c(O)c2)cc1[N+](=O)[O-]
    22%, -25, -28%, 16%, ?, 8%
Cc1cccc(NC(=O)c2ccc(OC3CSC3)cc2)c1
    1%, 102, 0%, 8%, 4%, 5%
CCOc1ccc(NC(=O)Cn2cc(S(=O)(=O)NC)c(S(=O)(=O)NC)c2)cc1
    ., 0, ., ., 1%, 7%
O=C1c2ccccc2C(Nc2ccc(S(=O)(=O)N3CCOCC3)cc2)N1Cc1ccco1 (stereo unspecified)
    -12%, ?, 9%, 1%, ?, ?
S=C(NCc1ccccc1)N1CCN(Cc2ccc3c(c2)OCO3)CC1
    -29%, -35, 4%, 3%, -1%, -12%
Nc1nc(SCC(=O)Nc2ccccc2Sc2ccc(Cl)cc2)n[nH]1
    -1%, -11, ., -8%, 8%, ?
Cn1c(C(=O)NCCN2CCc3ccccc3C2)cc2c(=O)[nH]c3ccccc3c21
    -7%, 13, -13%, -21%, 0%, -6%
Clc1ccc(COc2cccc(CNCc3ccncc3)c2)cc1
    2%, -75*, -3%, ?, 7%, -8%
O=C(NCCCc1nc2ccccc2n1Cc1c(F)cccc1Cl)C1CCCCC1
    ., 19, ., ., 7%, 16%
Cc1cc(C)c2sc(NC(=O)c3ccc(N4C(=O)CCC4=O)cc3)nc2c1
    2%, -26, 3%, ?, 18%, -2%
Cc1nc2nc(-c3ccc(Cl)cc3)cn2nc1C
    -4%, 61, 2%, 0%, -36%, -3%
CC1CCC/C(=N\NC(=O)COc2ccccc2Cl)C1 (stereo unspecified)
    92%[activator], ?, 6%, 28%, 6%, 6%
O=C(NC1CCCCC1)c1ccc(CSc2nc3ccncc3n2Cc2ccccc2)cc1
    ., -1, ., ., 2%, 1%
COc1cc(NC(C)=O)c2ncccc2c1NC(C)=O
    -7%, -18, -23%, 22%, 0%, 4%
O=C(Nc1ccc(F)cc1F)c1cc(-c2ccco2)on1
    -1%, -23, 5%, -7%, -7%, ?
COc1ccc(N2C(=O)c3ccccc3NC23CCCC3)cc1
    -11%, 105, 2%, 8%, -13%, 3%
O=C(CN1CCN(c2ccccn2)CC1)N1CCc2ccccc21
    -11%, ?, 3%, 7%, 4%, 1%
COc1ccccc1C(=O)N/C(=N/c1nc(C)cc(C)n1)Nc1ccccc1
    12%, 87, 2%, 8.9µM*, 16%, 0%
CN(C)CCCNC(=O)c1cc(Br)ccc1O
    10%, -20, -3%, 6%, -1%, 5%
O=C1C=C(c2ccc3c(c2)oc2ccccc23)C[C@@H](c2ccc3c(c2)OCO3)C1
    14%, 9, ., -2%, -8%, 5%
COc1cc2c(cc1OC)CN(CC(=O)Nc1ccc(F)cc1F)CC2
    6%, -27, 4%, -16%, 4%, 5%
CCC(C)NC(=O)CSc1nc(-c2ccc(F)cc2)cc(C(F)(F)F)n1 (stereo unspecified)
    ., -15, ., ., 8%, 25%
COc1ccccc1N1CCN(C(=O)c2cc(=O)c3c(C)cc(C)cc3o2)CC1
    2%, -17, -5%, 6%, -3%, -9%
COc1ccc(-n2nnc3c(=O)n(CC(=O)Nc4ccc5c(c4)OCCO5)cnc32)cc1OC
    14%, 4, ., ., -9%, -4%
S=C(NCCc1ccccc1)N/N=C/c1c(Cl)cccc1Cl
    19%[2.32 µM], 8, -3%, 3%, 1%, -2%

# A second format for part of the listing above:
SMILES	AMA1 RON2 block	HCMV inh	FBPA Giardia inh	HCV inh	Sm TGR block	AmpC inh detg
O=C(CN1CCN(c2ccccn2)CC1)N1CCc2ccccc21	-11%	?	3%	7%	4%	1%
COc1ccccc1C(=O)N/C(=N/c1nc(C)cc(C)n1)Nc1ccccc1	12%	87	2%	8.9µM*	16%	0%
CN(C)CCCNC(=O)c1cc(Br)ccc1O	10%	-20	-3%	6%	-1%	5%
O=C1C=C(c2ccc3c(c2)oc2ccccc23)C[C@@H](c2ccc3c(c2)OCO3)C1	14%	9	.	-2%	-8%	5%
COc1cc2c(cc1OC)CN(CC(=O)Nc1ccc(F)cc1F)CC2	6%	-27	4%	-16%	4%	5%
CCC(C)NC(=O)CSc1nc(-c2ccc(F)cc2)cc(C(F)(F)F)n1 (stereo unspecified)	.	-15	.	.	8%	25%
COc1ccccc1N1CCN(C(=O)c2cc(=O)c3c(C)cc(C)cc3o2)CC1	2%	-17	-5%	6%	-3%	-9%

# The list goes on:
# Each structure is followed by: AMA1 RON2 block, HCMV inh, FBPA Giardia inh, HCV inh, Sm TGR block, AmpC inh detg
O=C(NCc1ccccc1)c1ccc(NC(=O)c2nsc3ccccc23)cc1
    ., 43, ., ., 0%, -8%
O=C(NC1CCS(=O)(=O)C1)c1ccc(Br)o1 (stereo unspecified)
    11%, 1, 6%, 11%, -3%, -13%
CCCCc1nnc(NC(=O)CN2C(=O)C3CCCCC3C2=O)s1 (stereo unspecified)
    5%, -14, ., 0%[8.37 µM], 0%, ?
CC(C(=O)O)n1c2ccccc2c2cn[nH]c(=O)c21 (stereo unspecified)
    0%, -28, -24%, 17%, -6%, -7%
CSc1cccc(NC(=O)CC(C)n2ccnc2)c1 (stereo unspecified)
    -6%, -5, 6%, 10%, 12%, -7%
Cc1ccc(F)cc1NC(=O)c1cccc2nccnc12
    -9%, 36, 9%, ?, 9%, -11%
COc1ccc(OC)c(CC(NC(C)=O)C(=O)NC2CCN(c3nc(C)cc(C)c3C#N)CC2)c1 (stereo unspecified)
    ., ., -5%, ., -6%, ?
COc1ccc(N2C(=O)c3ccc(C(=O)OC(C)C)cc3C2=O)cc1
    -4%, 12, 1%, 19%, 0%, ?
Cc1ccc(Cc2nc3ccccc3nc2SCC(=O)NCc2ccccc2Cl)cc1
    ., 17, ., ., -2%, 15%
CC(=O)c1ccc(Cc2ccc(C(C)=O)cc2)cc1
    2%, -88*, 9%, 0%, 1%, 1%
Cc1nn(-c2cccc(Cl)c2)c(Cl)c1/C=N/NC(=O)c1cccs1
    1%, ?, 2%, -12%, 3%, 1%
O=C(COC(=O)c1cc([N+](=O)[O-])ccc1N1CCOCC1)c1ccccc1Cl
    -9%, 9, ., ?, -24%, -1%
Cc1ccc(/C=C/c2nc3ccccc3c(=O)[nH]2)cc1
    3%, 47, 0%, 12%, 17%, -7%
Nc1c(C(=O)Nc2ccc3c(c2)OCCO3)nnn1Cc1ccc(Cl)cc1
    13%, 29, ., -13%, -1%, ?
CC1(C)Cc2cccc(Oc3ccc(S(=O)(=O)N4CCCC4)cn3)c2O1
    -3%, -32, -1%, ?, 2%, 5%
COc1ccc(-c2c(NCCc3ccccc3)c(=O)c2=O)cc1
    -10%, -22, -1%, 23%, -2%, -10%
COc1ccccc1CNC(=O)CSC(=S)N1CCCC1
    -13%, -2, ., 1%, 7%, -12%
COC(=O)C1=C(CS(=O)(=O)c2ccccc2)NC(=O)NC1c1ccccc1 (stereo unspecified)
    -2%, -22, -6%, 14%, -2%, -11%
Cc1cc(C)n(-c2ccc(C(=O)Nc3cccc([N+](=O)[O-])c3)cc2)n1
    -3%, ?, 0%, 11µM*, 2%, 3%
CC(C)(C)c1ccc(C(=O)NCCCN2CCN(CCCNC(=O)c3ccc(C(C)(C)C)cc3)CC2)cc1
    -1%[2.32 µM], ?, -8%, ?, 0%, -8%
c1ccc2nc3c(nc2c1)sc1nc2ccccc2n13
    ., ., 2%, 7%, 10%, 6%
COc1cc(Cl)c(C)cc1NC(=O)CCN1C(=O)NC(C)(C)C1=O
    9%, -5, ., -20%, -5%, -13%
Cc1cc2ccccc2c(=O)n1CC(=O)NCc1ccco1
    -7%, 20, -6%, 8%, ?, -8%
COc1ccccc1-c1cc(C(=O)NCc2ccco2)no1
    -23%, 96, 0%, ?, 5%, 0%
CCOC(=O)c1c[nH]n2c(=O)cc(C)nc12
    -6%, 11, -11%, 8%, 9%, ?
COc1ccc(C(=O)N/N=c2\oc3ccccc3cc2C(=O)NCc2ccccc2)cc1
    5%, -13, 3%, ?, 0%, -8%
CCc1cccc(NC(=O)C(Cc2ccccc2)NS(=O)(=O)c2cccs2)c1 (stereo unspecified)
    ., -12, ., ., 9%, -1%
Cc1ccc(S(=O)(=O)N2CC=C(c3ccc(F)cc3)CC2)cc1
    6%, -13, 2%, 10%, -3%, -12%
CCCCCN(C(=O)CCC(=O)OCC(=O)NCc1cccc(OC)c1)c1c(N)n(CCCC)c(=O)[nH]c1=O
    1%, -17, ., 30%[activator], 4%, -8%
Cc1cccc2sc(NNC(=O)c3ccc(S(=O)(=O)N4CC(C)CC(C)C4)cc3)nc12 (stereo unspecified)
    40%[activator], -99*, ?, ?, -15%, 1%
COc1ccc(-n2c(C)cc(/C=C3/SC(=S)N(C)C3=O)c2C)cc1
    0%, ?, -5%, 12%, -11%, -8%
CC1CCCC(NC(=O)CSC2CCCCC2)C1C (stereo unspecified)
    11%, 37, 4%, 1%, 6%, 6%
CC(=O)c1c(C)[nH]c(C(=O)NCCN2CCC(C)CC2)c1C
    8%, 54, 9%, -13%, 0%, ?
O=S(=O)(Nc1ccccn1)c1cnc(Cl)c(Br)c1
    -5%[11.6 µM], 6, -1%, 17%, -19%, 0%
Cc1cc(N2CCOCC2)ccc1/C=C1\NC(=O)N(Cc2ccccc2F)C1=O
    -3%, -5, -9%, 4µM*, 0%, -7%
CCCn1c(=O)c2ccccc2n2c(SCc3c(C(=O)OCC)oc4ccccc34)nnc12
    -10%, 0, -1%, ?, 18%, 5%
COc1ccccc1NC(=O)Cn1nc(C)n2cccc2c1=O
    3%, -33&12, 8%, 5%, -6%&0%, -6%&26%
COc1cc(NC(=O)C2CCC(CNS(=O)(=O)c3csc(C(N)=O)c3)CC2)cc(OC)c1 (stereo unspecified)
    2%, 6, 3%, 5%, 0%, -10%
O=C(COc1ccccc1)Nc1nnc(-c2ccc(Cl)cc2)o1
    21%, 80, ., 15%, 3%, -8%
CCc1nnc(NC(=O)C(C)C)s1
    -2%, 26, 1%, 13%, 0%, -14%
COc1ccc(C(=O)Oc2c(CN3CCOCC3)cc(Cl)c3cccnc23)cc1OC
    32%[activator], -22, ., 17%, ., .
CC(=O)Nc1nonc1-c1nnc(SCC(=O)Nc2ccc(C)c(Cl)c2)n1-c1ccccc1
    ., -24, ., ., 12%, 11%
Nc1cccc(Nc2ccccc2)c1
    -5%, 30, -9%, 5%, 40µM*, 3%
